BL2 CD40 inh – CD40 pathway inhibition in BL2 cells | inhibition, % at 10 µM | AID 1053188 | BL2 NF-kB luciferase reporter, CD40L-induced, 4 h | hit rate 0.94% among 83,000;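 active means mean inhibition of at least 50% with a set share of replicates also reaching that level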;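 further: 0% = neutral control wells and 100% = IKK inhibitor VII at 50 µM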
The depositor's hits bear a star; & = joins results of further samples; [ ] = remark or other dose.

SMILES	BL2 CD40 inh
O=C(O)C1CCCCC1C(=O)Nc1nc(-c2cccs2)cs1 (stereo not drawn)	8.1
COc1ccccc1OCCCC(=O)NCc1ccco1	-26.1
COc1ccc(NC(=O)N2CCCC2C(=O)Nc2ccccc2)cc1 (stereo not drawn)	15.9
CCOC(=O)C1(CCOc2ccccc2)CCN(Cc2cccc3nonc23)CC1	13.2
Cc1ccccc1NC(=O)c1nc(S(C)(=O)=O)ncc1Cl	104.4*
CCN(C[C@H]1[C@H](c2ccccc2)[C@H](CO)N1CC1CC1)C(=O)c1ccccn1	-5.5[25 µM]
O=C(CN1CCN(c2ccccn2)CC1)Nc1ccccc1C(=O)Nc1ccccc1	-1.3
CC(C)NS(=O)(=O)c1cc(C(=O)O)ccc1Cl	3.1
C=C[C@@]1(C)CC(=O)[C@]2(O)[C@@]3(C)[C@@H](O)CCC(C)(C)[C@@H]3[C@H](O)[C@H](OC(=O)CCCN3CCN(C)CC3)[C@@]2(C)O1	-13.4[25 µM]
O=C(CCC(C(=O)c1ccccc1)c1ccccc1)c1ccccc1 (stereo not drawn)	-16.8
COc1cc(C(=O)NCCCN2CCCC2=O)ccc1OCc1ccc(Cl)cc1Cl	0.6
O=C(C[C@@H]1C[C@@H]2c3cc(NC(=O)NC4CCCC4)ccc3O[C@@H]2[C@@H](CO)O1)NCc1ccccc1	5.2
CC(=O)OC(C)(C)[C@@H]1Cc2cc3ccc(=O)oc3cc2O1	0.7[25 µM]
O=C(CN1CCc2ccccc21)NC(c1ccccc1)c1ccccc1	7.3
COc1ccc(C#Cc2ccc([C@@H]3[C@@H](CO)N4CCCCN(C(=O)Nc5ccccc5)C[C@H]34)cc2)cc1	-23.0
CCCNC(=O)C1(C)CCN(C(=O)c2ccc3ccccc3c2)C1 (stereo not drawn)	-1.4
O=C(NC1CCCCC1)N1C[C@@H]2N[C@H](C1)C2c1ccc(-c2cccc(F)c2)cc1 (stereo partly drawn)	-3.5&8.4
CCOc1ccccc1OCCCC(=O)Nc1cc(S(=O)(=O)N2CCCCC2)ccc1C	3.8
COc1ccc(CN(C)C[C@@H]2Oc3ccc(NC(=O)Nc4ccc5c(c4)OCO5)cc3CC(=O)N([C@@H](C)CO)C[C@@H]2C)cc1	2.8[25 µM]
O=C(O)Cc1ccc(O)c(F)c1	12.5
C/C(=N\NC(=O)c1cccc(S(=O)(=O)N2CCCC2)c1)c1ccc(OCC(=O)N(C)C)cc1	-0.4
CCN1CCCC1CNC(=O)C1CCCN(S(=O)(=O)c2cccc3nsnc23)C1 (stereo not drawn)	5.4
CCn1ccnc1CN(C)Cc1nc(CCC(C)C)no1	-2.0
O=S(=O)(NCCc1nnc2ccc(SCc3cccnc3)nn12)c1ccccc1	-1.3
COC(=O)c1c(NC(=O)CN(c2ccccc2)S(C)(=O)=O)sc2c1CCCC2	3.0
CC(NC(=O)Cc1ccc(F)cc1)C(c1cccs1)N1CCN(C)CC1 (stereo not drawn)	7.6
Cc1ccc(SCC(=O)Nc2ccc(N3CCN(C)CC3)c(F)c2)c(C)c1	-28.2
O=C(C=Cc1ccccc1F)c1ccccc1	-96.0
Cc1cccc(N2CCN(C(=O)c3ccc4nccnc4c3)CC2C)c1 (stereo not drawn)	5.7
CSc1nc(C)c2cc(C)oc2n1	-1.3
COc1cc(-c2cccs2)cc(=O)c2c(C)oc(C)c12	-9.6
Cc1ccc(S(=O)(=O)Nc2ccc(C(=O)NCCCN3CCOCC3)cc2)cc1[N+](=O)[O-]	5.3
O=C(Cn1cnnn1)Nc1ccccc1Cc1ccccc1	1.0
OCCC1CN(Cc2cccn2-c2cccnc2)CCN1C1CCCCC1 (stereo not drawn)	9.1
O=C(C1CC2C=CC1C2)N1CCN(c2ccccc2)CC1 (stereo not drawn)	6.3
COc1ccc2c3c(n(C)c2c1)[C@@H](CO)N(Cc1ccccc1)CC31CN(CC2CC2)C1	1.3[25 µM]
C=CCN=c1scc(C)n1/N=C/c1ccc(O)c(O)c1	-11.4
O=C(C[C@@H]1CC[C@@H]2[C@H](COC[C@H](O)CN2C(=O)c2cccnc2)O1)NCC1CC1	-4.3[25 µM]
CCN1/C(=N\N)c2cccc3cccc1c23	4.6
CCS(=O)(=O)N1CCCCN2[C@H](CO)[C@@H](c3ccc(-c4ccc(C#N)cc4)cc3)[C@H]2C1	-2.7[25 µM]

Arranged by number of heavy atoms (low to high): some entries from above.
SMILES	BL2 CD40 inh
O=S(=O)(NCCc1nnc2ccc(SCc3cccnc3)nn12)c1ccccc1	-1.3
O=C(C[C@@H]1C[C@@H]2c3cc(NC(=O)NC4CCCC4)ccc3O[C@@H]2[C@@H](CO)O1)NCc1ccccc1	5.2
COc1ccc(CN(C)C[C@@H]2Oc3ccc(NC(=O)Nc4ccc5c(c4)OCO5)cc3CC(=O)N([C@@H](C)CO)C[C@@H]2C)cc1	2.8[25 µM]

(further entries)
SMILES	BL2 CD40 inh
CC(C)[C@H](C)NC(=O)N(C)C[C@H]1OCc2ccccc2-c2c(n(C)c3ccccc23)C(=O)N([C@H](C)CO)C[C@@H]1C	5.6
CCc1nc2c(OCc3ccc(OC)cc3)cccn2c1N(C)C(=O)c1ccc(OC)cc1	-7.4
CCC(C)[C@H]1CNC(=O)C(=O)N1CC1CCCCC1 (stereo partly drawn)	-7.3
O=C(CCNS(=O)(=O)c1ccccc1Cl)N1CCN(c2ccccn2)CC1	-0.2
CO[C@@H]1CN(C)C(=O)c2cc(NS(=O)(=O)c3cn(C)cn3)ccc2OC[C@H](C)NC[C@@H]1C	-1.0[25 µM]
CC(C)N1CCC(N2CCN(C/C=C/c3ccccc3)CC2CCO)CC1 (stereo not drawn)	1.1
COC(=O)C[C@H]1C[C@@H]2c3cc(NC(=O)C4CCOCC4)ccc3O[C@@H]2[C@@H](CO)O1	3.1[25 µM]
CCOC(=O)N1CCN(C(=O)c2ccccc2N(Cc2ccccc2)S(=O)(=O)c2ccc(OC)cc2)CC1	15.7
CC(=O)Nc1ccc([N+](=O)[O-])cn1	-1.7
O=C(O)CNC(=O)c1cccc(C(F)(F)F)c1	4.9
C[C@H](CO)N1C[C@H](C)[C@@H](CN(C)Cc2ccc(C(F)(F)F)cc2)OCCCC[C@H](C)Oc2ccc(NC(=O)Nc3cccc4ccccc34)cc2C1=O	18.8[25 µM]
Nc1cc2ncnc(Nc3cccc(Br)c3)c2cc1N	-7.2[25 µM]
CC1(C)Cc2ccccc2-c2nnc(-c3ccc(O)cc3)n21	5.3
CCOCCCNC(=O)Cc1ccc(OC)c(OC)c1	-1.3
COc1ccc(C(=O)NCCS(=O)(=O)NCc2ccccc2)cc1	0.0
CCN(CC)C(=O)CN1C(=O)C2(OCC(C)(C)CO2)c2ccccc21	14.4
COc1ccc(S(=O)(=O)c2cnc3ccccc3n2)cc1	14.4
COC(=O)c1c(C)[nH]c(C(=O)OCc2csc(CC(=O)Nc3ccccc3C)n2)c1C	-11.4
COc1cc2c(cc1NC(=O)CSc1nnc(Cc3cccs3)n1Cc1ccco1)oc1ccccc12	19.3
CC(C)Cn1c(SCC(=O)NCCCN2CCCC2=O)nc2ccccc21	18.4
COc1ccc2c3c([nH]c2c1)[C@H](CO)N(S(=O)(=O)c1cn(C)cn1)CC31CCN(Cc2ccccc2Cl)CC1	-8.4[25 µM]
Cn1c(=O)c2c(nc(SCCNS(=O)(=O)c3ccccc3)n2C)n(C)c1=O	-0.9
O=C(NC1CCCCCCC1)c1ccc2c(c1)OCO2	-42.7
CSC1=NCCN1C(=O)c1ccc2ccccc2c1	-21.3
CN(c1ccccc1)S(=O)(=O)c1cccc(C(=O)Nc2ccc3c(c2)CCC3)c1	-25.4
CCCS(=O)(=O)c1c(S(=O)(=O)CCC)c2c(C)cccn2c1C(N)=O	2.8
COc1ccc(C(=O)NCC2CCCO2)cc1 (stereo not drawn)	-22.4
Cc1ccc(-c2cc(C(=O)NCc3ccco3)c3ccccc3n2)o1	-9.5
CCOC(=O)Cc1csc(N)n1	-1.1
Cc1cc(C)nc(NN2C(=O)/C(=C/c3ccc(O)cc3)SC2=S)n1	6.6
Cc1c(C)n(C)c2ccc(C(=O)NCCCN3CCN(C)CC3)cc12	1.4
CC(=O)Nc1ccc(NC(=O)Cc2sc(C)nc2-c2ccc(C)cc2)cc1	14.9
CCCC1=[N+](CC(=O)c2ccccc2)CCn2c(C)ccc21	4.7
O=C(COC(=O)COc1ccccc1)Nc1ncc(Cl)cc1Cl	5.5
Cc1cccc(-c2nnc(-c3ccc4ccccc4c3)o2)c1	9.1
Cc1cc(C(=O)N2CCN(c3ncccn3)CC2)sc1-c1ccccc1	8.9
Nc1ccc(N=Nc2ccccc2)c(N)n1	-132.3
O=C(COC(=O)c1ccccc1OC(F)F)Nc1ccc2[nH]c(=O)[nH]c2c1	1.1
COc1ccc(CCNC(=O)Oc2ccccc2)cc1OC	7.2
C[C@@H]1CN([C@H](C)CO)C(=O)CCCn2cc(nn2)CO[C@@H]1CN(C)C(=O)Nc1cccc(C(F)(F)F)c1	12.4[25 µM]

Some values from the results shown:
In BL2 CD40 inh, `COc1ccc(C(=O)NCC2CCCO2)cc1` (stereo not drawn) is listed with -22.4
In BL2 CD40 inh, `COc1ccc(CCNC(=O)Oc2ccccc2)cc1OC` is listed with 7.2

(more compounds)
SMILES	BL2 CD40 inh
O=C(C[C@@H]1C[C@H]2c3cc(NC(=O)C4CCOCC4)ccc3O[C@H]2[C@@H](CO)O1)NCC(F)(F)F	-3.3[25 µM]
COc1ccc(C(=O)c2cnc3cc4c(cc3c2C)OCO4)cc1	-17.5
CCOC(=O)Cc1ccc(NC(=O)c2cccc([N+](=O)[O-])c2)cc1	-15.4
COC(=O)c1ccc(N=NN2CCCCC2)cc1	-60.3
CC1CN=C(NS(=O)(=O)c2ccccc2)N1 (stereo not drawn)	6.6
Cn1c(SC/C=C/c2ccccc2)nnc1-c1cccs1	-3.5
CN(C)C(=O)c1ccc(-c2ccc([C@@H]3[C@H](C#N)N(C(=O)C4CCC4)[C@H]3CO)cc2)cc1	-13.1
COc1ccc2c3c(n(C)c2c1)[C@@H](CO)N(Cc1ccncc1)CC31CN(C(=O)C2CCCCC2)C1	-0.8[25 µM]
CC1(C)CC(=O)c2cnc3nc4ccccc4n3c2C1	-91.0
Cc1cc(-c2ccccc2)nc(SCc2ccc(C(=O)O)o2)n1	-1.6
O=C(Nc1ccccc1)N1CC(=O)N2[C@H](CO)[C@H](c3ccc(C#CC4CCCC4)cc3)[C@@H]2C1	11.0
Cc1noc(C)c1COc1cccc(C(=O)OC(C)C(=O)Nc2ccc3c(c2)OCO3)c1 (stereo not drawn)	4.7
c1ccc2c(Nc3nnc(-c4ccncc4)s3)cccc2c1	-42.0
Oc1ccc(Br)cc1/C=N/n1cnc2ccccc21	-94.3
COc1ccc(S(=O)(=O)Nc2ccccc2OC)cc1N=Nc1c(O)[nH]c(=S)[nH]c1=O	6.0
COc1cccc(CN2[C@@H](CO)[C@@H](c3ccccc3)C23CN(C(=O)C2CCCCC2)C3)c1	16.4[25 µM]
Cn1c(=O)[nH]c(=O)c2c1nc(Br)n2CCCSc1nc2ccccc2o1	10.0
COc1ccc2oc(C(=O)OCC(=O)NC(=O)NC(C)C)c(C)c2c1	-4.6
CC(=O)N1c2ccccc2N2C(c3c(C)c(C)cc(C)c3C)=NON12	0.9
Cc1noc(C)c1S(=O)(=O)Nc1ccc2c(c1)CC(=O)N([C@H](C)CO)C[C@H](C)[C@@H](CN(C)C(=O)Nc1cccc3ccccc13)O2	-4.1[25 µM]

Reformatted bar-delimited: part of the list above
SMILES | BL2 CD40 inh
CCOC(=O)Cc1ccc(NC(=O)c2cccc([N+](=O)[O-])c2)cc1 | -15.4
COC(=O)c1ccc(N=NN2CCCCC2)cc1 | -60.3
CC1CN=C(NS(=O)(=O)c2ccccc2)N1 (stereo not drawn) | 6.6

New compounds follow:
SMILES	BL2 CD40 inh
CCOC(=O)N1CCC(NC(=O)Cn2ncc3c2-c2cc(C)ccc2OC3)CC1	-2.2
O=C(C[C@@H]1CC[C@H](NC(=O)CN2CCOCC2)[C@H](CO)O1)NC1CCC1	-8.5[25 µM]
CN1C(=O)c2cc(NC(=O)C3CCCCC3)ccc2OC[C@H]2O[C@@H](CC(=O)NCC3CCCCC3)CC[C@@H]21	-3.5
c1ccc2c(c1)-c1cccc3cncc-2c13	-3.4
C=CCn1c(SCC(=O)c2c(N)n(C3CC3)c(=O)[nH]c2=O)nnc1-c1ccccc1OC	6.4
Cc1ccc(-c2cc(C(=O)Nc3cccnc3)c3ccccc3n2)s1	-30.8
C/C(=N\NC(=O)c1ccccc1N)c1ccc(NC(=O)Cc2ccccc2)cc1	-67.6
CCOC(=O)Cc1csc(NC(=O)c2c(O)c3ccccc3n(CC(C)C)c2=O)n1	1.0
CCCCOC(=O)n1c(=O)oc2ccccc21	-13.4
N#Cc1ccc(CSc2nnc(-c3ccccc3)n2Cc2ccco2)cc1	-6.2
CO[C@H]1CN(C)C(=O)c2ccc(NC(=O)Nc3cc(F)ccc3F)cc2OC[C@@H](C)N(C(=O)c2ccccn2)C[C@@H]1C	-7.9[25 µM]
O=C(COc1ccccc1)Nc1nnc(S(=O)(=O)N2CCCCC2)s1	4.4
O=C1ON(Cc2ccccc2)C(c2ccccc2)N1c1ccccc1 (stereo not drawn)	4.2
CCOC(=O)Cn1c(=O)oc2cc(S(=O)(=O)NCC3CCCO3)ccc21 (stereo not drawn)	1.5
O=C(c1ccccc1)C1CCN(C(=O)c2cccs2)CC1	5.8
COc1ccc2c3c(n(C)c2c1)[C@H](CO)N(CC1CC1)CC31CN(S(=O)(=O)c2cn(C)cn2)C1	5.5[25 µM]
COc1ccc2c3c([nH]c2c1)[C@H](CO)N(Cc1ccccn1)CC31CN(C(=O)CC2CC2)C1	-5.6[25 µM]
O=C(CSC(=O)c1ccccc1)Nc1ccccc1F	-0.5
CN(C)c1ccc(C(CNC(=O)c2ccco2)N2CCCC2)cc1 (stereo not drawn)	-69.6
Cc1cc(N)n(-c2ccccc2C)n1	-2.2
CN(C(=O)COC(=O)C1CSC2(C)CCC(=O)N12)c1ccccc1 (stereo not drawn)	3.2
C[C@H]1CN([C@@H](C)CO)C(=O)c2cc(NS(=O)(=O)c3cccs3)ccc2O[C@H]1CN(C)C(=O)Nc1ccc2c(c1)OCO2	-10.4[25 µM]

In the list so far, these have bromine.
SMILES	BL2 CD40 inh
Nc1cc2ncnc(Nc3cccc(Br)c3)c2cc1N	-7.2[25 µM]
Oc1ccc(Br)cc1/C=N/n1cnc2ccccc21	-94.3
Cn1c(=O)[nH]c(=O)c2c1nc(Br)n2CCCSc1nc2ccccc2o1	10.0

An excerpt, so the mix of outcomes need not match the whole.
